# RSV antiviral HEp-2 = RSV antiviral activity via CPE protection, HEp-2 cells, primary 10 µM value included (AID 2391); one-dose CPE inhibition, % at 10 µM; IC50 in µM for titrated hits; HEp-2 cells, RSV-induced CPE inhibition; higher % means a stronger effect; 0.13% of 310,000 active; in the data active means a potency from the dose series; inconclusive means CPE inhibition mostly from about 23% at the one dose, without a potency; inactive means the rest, 99 in 100 with CPE inhibition below about 21%; further: strong numbers were not always called active
# AID2073 = disruptors of CaV2.2 binding to Mint1 – biochemical, HTRF (AID 2073); HTRF protein-protein interaction, Mint1-CaV2.2; higher % means a stronger effect; inhibition, % at 20 µM; hits with a dose series show IC50 in µM; 0.19% of 290,000 active; in the data active means inhibition mostly above about 51%, no sharp cut-off; inconclusive means no clear call, values can overlap the other calls; inactive means mostly below about 53%; further: some results filed as inactive read as strong as hits
# Large T inhibition = SV40 large T antigen inhibitors, biochemical (AID 1903); SV40 large T antigen ATPase/helicase inhibition assay; higher % means a stronger effect; inhibition, % at 20 µM; hits with a dose series show IC50 in µM; 0.39% of 310,000 active; in the data active means a potency from the dose series; inconclusive means inhibition mostly from about 32% at the one dose, without a potency; inactive means the rest, 99 in 100 with inhibition below about 32%; further: strong numbers were not always called active
# NS5 inhibitors = Dengue-2 NS5 methyltransferase inhibitors, primary screen, biochemical, confirmation dose response (AID 588689). 0.3% of 340,000 active. Dengue-2 NS5 methyltransferase capping enzyme assay, biochemical; higher % means a stronger effect. inhibition, % at 25 µM; hits with a dose series show IC50 in µM; in the data active means a potency from the dose series; inconclusive means inhibition above about 29% without an active follow-up result
# HIV peptide binding = cell-free HIV fusion peptide-binding blockers – biochemical, uHTS, fluorescence dequenching, primary screen (AID 1986) | 0.3% of 290,000 active | inhibition, % at 20 µM; hits with a dose series show IC50 in µM | cell-free peptide binding, fluorescence dequenching, 30 min; higher % means a stronger effect; in the data active means inhibition mostly above about 52%, no sharp cut-off; inactive means mostly below about 76%; further: some results filed as inactive read as strong as hits
# LYP phosphatase = PTPN22 lymphoid phosphatase activity blockers – biochemical, fluorescence intensity, uHTS (AID 1779) | recombinant LYP phosphatase, fluorescence intensity; higher % means a stronger effect | inhibition, % at 11.5 µM, or IC50 in µM where a hit was titrated | 0.054% of 290,000 active; in the data active means inhibition above about 50%;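 further: plate controls were vehicle with enzyme for no effect and no enzyme for full effect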
# SIAH1 antagonists = Siah-1 peptide-binding antagonists, primary screen, biochemical, fluorescence polarization, rhodamine-plectin, uHTS (AID 1817); displacement, % at 20 µM; hits with a dose series show IC50 in µM; Siah-1 / rhodamine-plectin peptide fluorescence polarization; higher % means a stronger effect; 0.02% of 290,000 active;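 active means displacement of at least 50% at 20 µM, with a fluorescence ratio check between 0.3 and a set limit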;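 further: plate controls were Siah plus tracer with DMSO for no effect and tracer alone without Siah for full effect; strong numbers were not always called active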
# MgcRacGAP inhibition = MgcRacGAP GTPase-activating activity inhibitors, confirmation, biochemical, ADP Hunter fluorescence; AID 624330; MgcRacGAP-stimulated Rac1 GTP hydrolysis, ADP Hunter fluorescence; higher % means a stronger effect; GST-tagged Rac1 F28L mutant substrate; 0.6% of 340,000 active; inhibition, % at 30 µM, or IC50 in µM where a hit was titrated;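 active means first-screen hits whose inhibition reached a set limit at any dose in the follow-up dose series; inconclusive means inhibition above the set first-screen limit but never retested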;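 further: fluorescence reports GDP produced by GAP-driven GTP hydrolysis; strong numbers were not always called active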
# XIAP displacement = small molecules displacing peptide from XIAP – biochemical, IAP family, fluorescence polarization (AID 1018) | XIAP BIR domain, fluorescence polarization peptide displacement; higher % means a stronger effect | displacement, % at 20 µM, or IC50 in µM where a hit was titrated | 0.007% of 200,000 active; in the data active means displacement above about 50%; further: a part of the inactive calls stands beside numbers as strong as those of hits
# * = called active by the depositor; ? = inconclusive; / = not tested or not shown.
No.	Structure	RSV antiviral HEp-2	AID2073	Large T inhibition	NS5 inhibitors	HIV peptide binding
1	CCCNC(=O)Nc1nc(CC(=O)OCC)cs1	1.4%	-4%	4%	-5%	-0.4%
2	C=CCN(c1ccc(C(=O)NCCc2ccccc2)cc1)S(C)(=O)=O	0.2%	4%	19%	0%	-1.7%
3	CCCCNC(=O)C1CCCN(S(=O)(=O)c2ccc(-n3cnnn3)cc2)C1 (configuration not stated)	1.7%	3%	8%	-1%	-2.7%
4	CC(=O)N1CCc2cc(S(=O)(=O)NCCC(=O)NC3CCCc4ccccc43)ccc21 (configuration not stated)	2.1%	45%	5%	-5%	-1.2%
5	CC(O)CCc1nc2ccc(C(=O)O)cc2[nH]1 (configuration not stated)	2.7%	-6%	-3%	1%	-1.0%
6	O=C(Nc1ccccc1)[C@@H]1CC=C[C@@H]2CCN(Cc3ccccc3)C(=O)[C@@H]21	0.1%	/	1%	-3%	/
7	COc1ccc2cc(CN(Cc3cccnc3)Cc3nnnn3Cc3ccccc3)c(=O)[nH]c2c1	1.7%	0%	5%	/	-0.2%
8	COc1cc(CC(=O)NCC(C)(C)N2CCOCC2)cc(OC)c1OC	0.6%	-26%	0%	-6%	0.9%
9	COc1cc(/C(C)=N/NC(=O)CSc2nncn2C)ccc1OCc1ccccc1Cl	-0.4%	-2%	6%	6%	-1.7%
10	Cc1noc(C)c1COc1ccc(C(=O)OCC(=O)c2ccc3c(c2)OCCO3)cc1	1.1%	21%	7%	-10%	-2.5%
11	O=C(Nc1ccc(S(=O)(=O)Nc2ccccc2F)cc1)N1CCCCC1	1.3%	30%	8%	-5%	-2.7%
12	CCCn1c(CN(C)Cc2ccccc2)nc2c1c(=O)n(C)c(=O)n2C	2.5%	9%	4%	-4%	-1.0%
13	O=c1c2ccccc2nc2n1C(CSc1ccccc1)CS2 (configuration not stated)	1.3%	2%	3%	2%	-0.5%
14	Cc1cc(OCCCCOc2ccc(C#N)cc2)ccc1[N+](=O)[O-]	18%	9%	21%	3%	-1.6%
15	Cc1sc(NC(=O)c2ccccc2)c(C(=O)N2CCN(C)CC2)c1C	0.6%	8%	5%	4%	1.7%

No.	LYP phosphatase	SIAH1 antagonists	MgcRacGAP inhibition	XIAP displacement
1	-5%	-5%	5%	-4.6%
2	-6%	-3%	5%	-8.4%
3	-2%	3%	1%	0.5%
4	-3%	-5%	8%	-0.6%
5	-15%	6%	6%	0.8%
6	/	/	14%	/
7	-5%	-1%	/	-3.1%
8	-12%	-2%	7%	/
9	-9%	2%	0%	-1.9%
10	0%	3%	3%	-1.2%
11	-7%	-5%	4%	/
12	-9%	26%	4%	-2.2%
13	4%	-1%	13%	-7.3%
14	3%	4%	1%	/
15	-3%	0%	6%	-9.8%

# The list goes on (3 carried over from the part before).
No.	Structure	RSV antiviral HEp-2	AID2073	Large T inhibition	NS5 inhibitors	HIV peptide binding
13	O=c1c2ccccc2nc2n1C(CSc1ccccc1)CS2 (configuration not stated)	1.3%	2%	3%	2%	-0.5%
14	Cc1cc(OCCCCOc2ccc(C#N)cc2)ccc1[N+](=O)[O-]	18%	9%	21%	3%	-1.6%
15	Cc1sc(NC(=O)c2ccccc2)c(C(=O)N2CCN(C)CC2)c1C	0.6%	8%	5%	4%	1.7%
16	CN(C1CCS(=O)(=O)C1)S(=O)(=O)c1cccc2nsnc12 (configuration not stated)	2.8%	-5%	11%	-10%	-2.1%
17	Cc1c(Cl)cccc1NC(=S)N(CCCN1CCOCC1)Cc1ccco1	-2.1%	-12%	21%	1%	-1.3%
18	COc1c(C)cc(C(=O)C2CCCN(Cc3ccc(Oc4ncccn4)cc3)C2)cc1C (configuration not stated)	-0.4%	1%	8%	-7%	-0.4%
19	Cc1cc(=O)oc(C)c1C(=O)NCc1cccnc1	0.6%	3%	14%	-1%	-2.7%
20	CC(SCc1ccccc1)C(=O)N/N=C/c1ccc2c(c1)OCO2 (configuration not stated)	0.1%	-1%	0%	-4%	-1.5%
21	CCOC(=O)c1c(NC(=O)OC)sc(C(=O)N(C)C)c1C	1.1%	-34%	0%	-10%	-1.1%
22	COc1ccc(NC(=O)COC(=O)c2cc(SC)ccc2Cl)c(OC)c1	1.7%	21%	-14%	2%	0.7%
23	Cc1cccn2cc(COc3ccc(-c4ccccc4)cc3)nc12	/	8%	-2%	-1%	-2.1%
24	COC(=O)c1cc(C(=O)N(Cc2ccccc2)c2ccccn2)cc([N+](=O)[O-])c1	0.3%	3%	7%	-2%	0.6%
25	Cc1ccc(C(=O)Oc2coc(CSc3nnc(NC(=O)c4cccs4)s3)cc2=O)cc1	1.1%	42%	7%	1%	15%
26	Cc1c(C(=O)Nc2nc3ccccc3[nH]2)oc2ccccc12	-0.7%	12%	7%	1%	-3.0%
27	CC(OC(=O)Cn1c(C(F)(F)F)nc2ccccc21)C(N)=O (configuration not stated)	0.5%	16%	17%	10%	-1.6%
28	C=CCOc1ccc2ccccc2c1/C=N/O	2.6%	-5%	34%	1%	1.5%
29	Cc1ccccc1Cn1cnc2c(oc3ccccc32)c1=O	1.9%	-18%	15%	-5%	0.3%
30	Nc1cc(Cl)nnc1Cl	/	41%	11%	-5%	0.9%

No.	LYP phosphatase	SIAH1 antagonists	MgcRacGAP inhibition	XIAP displacement
13	4%	-1%	13%	-7.3%
14	3%	4%	1%	/
15	-3%	0%	6%	-9.8%
16	-7%	0%	6%	-6.4%
17	2%	2%	2%	-0.5%
18	-9%	9%	16%	-5.2%
19	-6%	2%	-2%	-4.8%
20	7%	-3%	9%	-7.1%
21	-1%	5%	8%	-7.5%
22	-4%	12%	3%	-6.2%
23	-4%	-6%	1%	-3.9%
24	2%	19%	13%	-2.2%
25	3%	0%	0%	-1.5%
26	-3%	4%	-3%	-8.0%
27	1%	1%	11%	-4.8%
28	-8%	0%	-1%	-4.8%
29	0%	4%	2%	-0.8%
30	-8%	7%	4%	/

# Next part, starting with the last three of the part before.
No.	Structure	RSV antiviral HEp-2	AID2073	Large T inhibition	NS5 inhibitors	HIV peptide binding
28	C=CCOc1ccc2ccccc2c1/C=N/O	2.6%	-5%	34%	1%	1.5%
29	Cc1ccccc1Cn1cnc2c(oc3ccccc32)c1=O	1.9%	-18%	15%	-5%	0.3%
30	Nc1cc(Cl)nnc1Cl	/	41%	11%	-5%	0.9%
31	C/C=C/Cn1c(SCc2ccc(Cl)cc2)nc2c1c(=O)[nH]c(=O)n2C	2.4%	-16%	-3%	-5%	1.2%
32	O=C(c1ccco1)N1CCN(S(=O)(=O)c2ccccc2)CC1	0.6%	-3%	9%	8%	-1.5%
33	COCCN(C(=O)CCCC(=O)Nc1ccccn1)C(C(=O)NC1CCCCC1)c1ccc(C)cc1 (configuration not stated)	0.9%	-3%	13%	6%	1.5%
34	CCN1CCN(C(CNS(=O)(=O)c2ccc(C)cc2)c2ccccc2)CC1 (configuration not stated)	/	1%	/	-2%	2.0%
35	Cc1ccnc(NC(=O)CCC(=O)N(CC(=O)NCCc2ccccc2)Cc2cccs2)c1	-1.7%	7%	6%	-9%	0.0%
36	COCCCNC(=S)N1CCN(c2ccccc2)CC1	1.2%	-7%	11%	-1%	0.0%
37	Cc1nc2ccc(NC(=O)N3CCOCC3)cc2nc1C	3.7%	15%	-1%	1%	0.9%
38	Cc1ccc(NC2=NCC(=O)N2Cc2ccccc2)c(C)c1	0.4%	12%	17%	-6%	1.2%
39	CC(=O)Nc1ccc(S(=O)(=O)NCc2ccncc2)cc1	3.5%	-9%	1%	-6%	-1.2%
40	COC(=O)CN1CCN(C(c2ccccc2)c2ccccc2)CC1	0.8%	-5%	9%	10%	1.5%
41	CCOc1cc(NC(=O)C2CCCO2)c(OCC)cc1NC(=O)C1CC1 (configuration not stated)	0.7%	0%	3%	-2%	0.2%
42	COc1ccc(NC(=O)CSc2ccc3nnc(-c4cccnc4)n3n2)cc1	1.0%	1%	8%	-4%	1.3%
43	O=C(O)CN1C(=O)C2C3C=CC(C3)C2C1=O (configuration not stated)	1.4%	1%	5%	0%	-1.5%
44	Cn1cccc1Cc1nnc(SCC(=O)Nc2cccc(F)c2)n1-c1ccc(F)cc1	-1.2%	7%	1%	4%	1.9%
45	Cn1c(-c2ccc(F)cc2)cnc1NCc1cc2c(cc1[N+](=O)[O-])OCO2	2.1%	3%	11%	5%	12%

No.	LYP phosphatase	SIAH1 antagonists	MgcRacGAP inhibition	XIAP displacement
28	-8%	0%	-1%	-4.8%
29	0%	4%	2%	-0.8%
30	-8%	7%	4%	/
31	4%	2%	8%	-0.6%
32	-7%	-1%	-1%	/
33	-4%	0%	11%	-7.7%
34	-12%	9%	4%	/
35	-2%	-2%	7%	-8.7%
36	-2%	0%	8%	-2.3%
37	-8%	10%	4%	-2.1%
38	2%	0%	8%	-9.2%
39	-7%	0%	2%	-8.2%
40	3%	1%	6%	-7.0%
41	-6%	-5%	4%	0.1%
42	-8%	-2%	3%	/
43	-3%	-3%	-4%	2.0%
44	-4%	-5%	2%	-4.3%
45	-3%	-8%	28%	-1.4%

No.	Structure	RSV antiviral HEp-2	AID2073	Large T inhibition	NS5 inhibitors	HIV peptide binding
46	COc1ccc(NC(=O)c2ccccc2F)cc1Cl	1.4%	-2%	7%	-1%	-1.5%
47	C=C1CC2C=C(NC(C)=O)CC(C1)C2 (configuration not stated)	2.6%	-7%	-3%	-6%	12%
48	O=C(/C=C/c1ccccc1[N+](=O)[O-])N1CCOCC1	-0.1%	-5%	1%	4%	-0.7%
49	Cc1sc(NC(=O)CCCC(=O)O)c(C#N)c1C	3.1%	29%	5%	-22%	2.2%
50	O=C1c2ccccc2C(=O)N1CCn1nc(Cl)nc1Cl	0.1%	-1%	5%	-1%	-0.9%
51	COc1cc(C)c(Cl)cc1S(=O)(=O)n1cnc(C)c1	0.5%	-4%	2%	-4%	1.2%
52	COc1cc(C(=O)N(c2ccc(C)c(C)c2)C2C=CS(=O)(=O)C2)cc(OC)c1OC (configuration not stated)	0.5%	-8%	7%	-10%	-0.7%
53	O=S(=O)(c1ccc(OCC(O)CN2CCCCC2)cc1)N1CCOCC1 (configuration not stated)	1.6%	18%	2%	3%	-0.3%
54	CCc1nc2ccccc2c(NC(=O)CN2CCC(C)CC2)c1C	4.0%	48%	8%	5%	-1.9%
55	CSc1cccc(NC(=O)COc2cccc3ccccc23)c1	2.9%	0%	3%	3%	1.4%

No.	LYP phosphatase	SIAH1 antagonists	MgcRacGAP inhibition	XIAP displacement
46	-6%	2%	13%	1.6%
47	-5%	-1%	7%	-3.5%
48	1%	3%	9%	/
49	0%	1%	6%	-2.6%
50	-6%	-5%	10%	-6.0%
51	-4%	-2%	7%	-4.6%
52	-6%	-2%	1%	-8.7%
53	0%	-7%	2%	-13%
54	-4%	2%	?	-3.6%
55	-2%	-3%	-5%	-2.9%
